RPL19A-GFP yeast – RPL19A-GFP expression modulators in yeast, primary screen, cell-based, S. cerevisiae, multiplex flow cytometry, MLPCN; S. cerevisiae RPL19A-GFP strain, 3 h; active compounds read low; percent response vs DMSO, % at 10 µM; hit rate 0.3% among 330,000; AID 2025, 2009;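 active means percent response vs DMSO below 50%; inconclusive means fewer than 70 events counted for the yeast strain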;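 further: median channel GFP fluorescence of the barcoded RPL19A-GFP strain; ratio of sample median GFP to plate DMSO average so 100% = DMSO; lower means less RPL19A-GFP as with rapamycin TOR inhibition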
CIT2 TOR yeast – modulators of CIT2-GFP expression in yeast, primary screen, S. cerevisiae, GFP fusion, multiplex flow cytometry, MLPCN library; AID 2029, 2009; S. cerevisiae CIT2-GFP strain, 3 h; 100 means same as DMSO wells; hit rate 0.065% among 320,000; GFP response vs DMSO, % at 10 µM;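 active means GFP response relative to DMSO above a set limit, near the screen mean plus 3 SD, cut at about 150% in these data; inconclusive means Fewer than 70 cells measured for a yeast strain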;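 further: ratio of well median GFP fluorescence to mean of DMSO wells on the plate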
AHR activator – AHR activators, primary screen, cell-based, luminescence, luciferase reporter, human. activation, % at 5 µM. hit rate 2.5% among 320,000. AHR-responsive luciferase reporter cells. AID 2796, 2010. Aryl hydrocarbon receptor (Homo sapiens), P35869; in the data active means activation above about 47%;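 further: 0% = vehicle wells and 100% = reference agonist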
LAP4-GFP MLPCN – modulators of LAP4-GFP expression in yeast, primary screen, S. cerevisiae, multiplex flow cytometry, MLPCN library | 3 h; median GFP as percent of DMSO wells | GFP response vs DMSO, % at 10 µM | hit rate 0.34% among 320,000 | AID 2023, 2009;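 active means GFP response vs DMSO above a set limit, about the screen mean plus 3 SD, cut at about 150% in these data; inconclusive means under 70 cell events counted for the yeast strain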
MEP2-GFP yeast – modulators of MEP2-GFP levels in yeast, primary screen, S. cerevisiae, multiplex flow cytometry, MLPCN library; AID 2016, 2009; hit rate 0.51% among 330,000; S. cerevisiae MEP2-GFP strain, 3 h; 100% = DMSO control level; GFP response vs DMSO, % at 10 µM;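 active means GFP response versus DMSO above a set limit, roughly screen mean plus 3 SD, cut at about 180% in these data; inconclusive means fewer than 70 cells counted for a yeast strain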;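 further: median GFP fluorescence of the barcode-gated MEP2-GFP cells per well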
proCasp7 act – procaspase-7 activators, primary screen, counter-screen for procaspase-3 activator project, biochemical, absorbance, HTS, human; activation, % at 8.5 µM; Caspase-7 (Homo sapiens), P55210; recombinant procaspase-7, Ac-DEVD-pNA absorbance 405 nm; D23A/D198A/D206A triple mutant, cannot self-cleave; scale: DMSO 0, 5 µM enzyme 100; hit rate 0.093% among 330,000; AID 463210, 2010;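 active means percent activation above the screen-wide mean plus 3 SD, cut at about 25% in these data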
Target sequence (P55210 whole entry D23A/D198A/D206A): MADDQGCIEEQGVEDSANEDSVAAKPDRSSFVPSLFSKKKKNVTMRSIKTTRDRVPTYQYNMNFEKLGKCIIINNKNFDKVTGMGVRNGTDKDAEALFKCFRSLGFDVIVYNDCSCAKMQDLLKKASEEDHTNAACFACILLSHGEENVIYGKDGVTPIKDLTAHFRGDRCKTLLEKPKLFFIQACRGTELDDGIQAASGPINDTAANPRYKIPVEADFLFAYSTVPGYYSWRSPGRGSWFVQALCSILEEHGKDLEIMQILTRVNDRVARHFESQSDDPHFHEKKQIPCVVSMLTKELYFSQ
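signal = Epi-absorbance of released pNA at 405 nm, two timepoints | assay system = Uncleavable procaspase-7 mutant enzyme | reagent = Ac-DEVD-pNA substrate, 400 µM as added | times = 1 h enzyme–compound preincubation and 2 h substrate reaction, both 25 °C | benchmarks = low DMSO alone, high DMSO plus 5 µM PC-7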
procasp3 activ – activators of human procaspase-3 D3A mutant, primary screen, biochemical, absorbance, PC-3 D3A mutant, single concentration; hit rate 0.11% among 330,000; activation, % at 8.5 µM; recombinant procaspase-3 D3A, Ac-DEVD-pNA absorbance 405 nm; AID 463141, 2010;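 active means activation above the mean of all tested compounds plus 3 SD, cut at about 21% in these data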;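 further: 0% = DMSO alone and 100% = DMSO wells spiked with extra 5 µM PC-3 D3A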
Target sequence (P42574 whole entry D9A/D28A/D175A): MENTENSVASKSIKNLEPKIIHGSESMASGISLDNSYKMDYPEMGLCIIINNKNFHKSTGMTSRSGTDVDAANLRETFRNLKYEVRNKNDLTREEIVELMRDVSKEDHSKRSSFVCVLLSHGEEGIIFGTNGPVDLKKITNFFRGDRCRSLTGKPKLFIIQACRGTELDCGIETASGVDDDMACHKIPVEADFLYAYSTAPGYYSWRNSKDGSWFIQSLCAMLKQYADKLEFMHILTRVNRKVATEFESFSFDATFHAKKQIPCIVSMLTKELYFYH
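Test system: Procaspase-3 D3A mutant, all three cleavage aspartates alanine | Dosing: Single dose, 8.5 µM nominal compound, 0.8% DMSO | Schedule: 1 h preincubation, 2 h reaction | Technique: 405 nm absorbance of p-nitroaniline, reads at 0 and 120 min | Repeats: One well per compound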
AGP1-GFP MLPCN – modulators of AGP1-GFP expression in yeast TOR pathway, primary screen, cell-based, multiplex flow cytometry, S. cerevisiae, MLPCN library. 3 h; GFP as percent of DMSO wells. GFP response vs DMSO, % at 10 µM. hit rate 0.02% among 320,000;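 active means GFP response relative to DMSO above a set limit, near screen average plus 3 SD, cut at about 150% in these data; inconclusive means fewer than 70 cells counted for the yeast strain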;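 further: median GFP channel fluorescence of the gated AGP1 strain per well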
Numbers without * were called inactive; ? = inconclusive; [ ] = remark or other dose.

SMILES	RPL19A-GFP yeast	CIT2 TOR yeast	AHR activator	LAP4-GFP MLPCN	MEP2-GFP yeast	proCasp7 act	procasp3 activ	AGP1-GFP MLPCN
O=[N+]([O-])c1ccc(Cl)c(/C=N/n2c(-c3cccnc3)n[nH]c2=S)c1	?	99[may fluoresce red]	0	77[may fluoresce red]	84[may fluoresce red]	3	7	93[may fluoresce red]
CCOc1ccccc1NC(=O)CN(C)S(=O)(=O)c1ccc2[nH]c(=O)oc2c1	99	99	2	99	100	5	5	100
O=C(Nc1cccnc1Cl)c1cc(-c2ccc(Br)cc2)on1	107	105	-1	111	104	-17	5	107
CC1CCCCN1C(=O)COC(=O)C1CCN(S(=O)(=O)c2ccc3c(c2)OCCO3)CC1 (stereo unspecified)	98	82	-2	103	96	4	10	108
COc1ccc2oc(C(=O)OCC(=O)N3CC(C)OC(C)C3)c(C)c2c1 (stereo unspecified)	100	102	-1	107	103	0	9	104
CCCn1nc(C(=O)NCC(C)(C)N2CCOCC2)c2ccccc2c1=O	101	112	-1	99	95	5	6	99
CCc1cccc(NC(=O)CSCc2nc3sc(C)c(C)c3c(=O)[nH]2)c1	98	99	30	100	104	-2	-1	100
Cc1nc2cc(C(F)(F)F)ccc2n1CCNc1nc(-c2ccc(F)cc2)cs1	98	73	26	109	96	-8	-1	84
CC(C)(C)NC(=O)CSc1nc(O)cc(=O)[nH]1	102	102	0	100	99	4	2	100
NS(=O)(=O)c1ccc(CNC(=O)c2sccc2-c2ccccc2)cc1	99	109	1	93	112	-1	2	99
COC(=O)c1ccc(-c2ncc[nH]2)cc1	101	99	-3	96	108	7	6	107
Cn1ccnc1SCC(=O)Nc1nc2c(F)c(F)c(F)cc2s1	94	82	22	93	96	-1	8	91
COc1cc(NC(=O)C2=CC(c3ccco3)=NS(=O)(=O)N2C)cc(OC)c1OC	103	107	2	110	107	6	7	110
C[n+]1cccc(C(=O)NCC2CCCO2)c1 (stereo unspecified)	100	101	3	94	100	-1	-4	103
Cc1ccc(NC(=O)CSCC(=O)N2c3ccccc3CCc3ccccc32)cc1	99	96	4	94	97	-1	0	101
COc1cccc(N(CC(=O)N2CCN(C)CC2)S(=O)(=O)c2ccccc2)c1	107	104	-1	98	106	4	1	107
Cc1cc(C#N)c(C)n1-c1cc(S(=O)(=O)N2CCOCC2)ccc1N1CCCC1	97	100	0	95	103	-26	-13	113
CS(=O)(=O)c1ccc2nc(NC(=O)c3cc([N+](=O)[O-])cc([N+](=O)[O-])c3)sc2c1	99	103	8	88	99	5	9	97
Cc1ccccc1CS(=O)(=O)CCC(=O)NCc1ccc(F)cc1Cl	100	101	-1	108	108	9	5	102
O=c1c2ccccc2cnn1Cc1n[nH]c(=S)n1-c1ccc(Cl)cc1Cl	108	104	3	95	102	-14	-7	104
COc1ccc(-c2csc(NC3=NCCCCC3)n2)cc1	109	114	58*	95	110	14	3	112
COc1cc(S(=O)(=O)n2nc(C)cc2C)ccc1Cl	101	102	-3	103	95	6	5	99
O=C(Nc1ccc(Cl)cc1)Nc1nc(-c2sccc2Br)cs1	91	89	62*	103	96	9	8	93
Cc1ccnc(NC(=O)COc2ccc3c(c2)CCC3)c1	95	94	1	113	97	-4	5	93
Cc1csc(NC(=O)C(NC(=O)c2ccccc2F)C(C)C)n1 (stereo unspecified)	91	95	2	113	107	1	7	101
CN(Cc1ccccc1)C(=O)c1cc2cc(F)ccc2[nH]1	104	86	62*	87	93	-2	-2	94
O=C(COC(=O)c1ccc(F)c(S(=O)(=O)N2CCOCC2)c1)NCc1ccccc1	100	112	-1	99	105	13	-4	101
COc1cc(NC(=O)CCn2c(=O)oc3ccccc32)cc(OC)c1OC	111	105	1	103	106	-13	1	108
CCNC(=O)COC(=O)C1C(C(=O)OCC)=C(C)NC(C)=C1C(=O)OCC	101	101	0	101	107	10	7	110
CC(NC(=O)c1ccco1)c1nc(-c2ccc(C(C)(C)C)cc2)no1 (stereo unspecified)	92	100	-5	90	102	1	4	82

3 compounds out of the list, arranged by SMILES length, lowest first:
SMILES	RPL19A-GFP yeast	CIT2 TOR yeast	AHR activator	LAP4-GFP MLPCN	MEP2-GFP yeast	proCasp7 act	procasp3 activ	AGP1-GFP MLPCN
CC(C)(C)NC(=O)CSc1nc(O)cc(=O)[nH]1	102	102	0	100	99	4	2	100
CN(Cc1ccccc1)C(=O)c1cc2cc(F)ccc2[nH]1	104	86	62*	87	93	-2	-2	94
CC1CCCCN1C(=O)COC(=O)C1CCN(S(=O)(=O)c2ccc3c(c2)OCCO3)CC1 (stereo unspecified)	98	82	-2	103	96	4	10	108

Seven successive compounds already listed:
SMILES	RPL19A-GFP yeast	CIT2 TOR yeast	AHR activator	LAP4-GFP MLPCN	MEP2-GFP yeast	proCasp7 act	procasp3 activ	AGP1-GFP MLPCN
COc1cccc(N(CC(=O)N2CCN(C)CC2)S(=O)(=O)c2ccccc2)c1	107	104	-1	98	106	4	1	107
Cc1cc(C#N)c(C)n1-c1cc(S(=O)(=O)N2CCOCC2)ccc1N1CCCC1	97	100	0	95	103	-26	-13	113
CS(=O)(=O)c1ccc2nc(NC(=O)c3cc([N+](=O)[O-])cc([N+](=O)[O-])c3)sc2c1	99	103	8	88	99	5	9	97
Cc1ccccc1CS(=O)(=O)CCC(=O)NCc1ccc(F)cc1Cl	100	101	-1	108	108	9	5	102
O=c1c2ccccc2cnn1Cc1n[nH]c(=S)n1-c1ccc(Cl)cc1Cl	108	104	3	95	102	-14	-7	104
COc1ccc(-c2csc(NC3=NCCCCC3)n2)cc1	109	114	58*	95	110	14	3	112
COc1cc(S(=O)(=O)n2nc(C)cc2C)ccc1Cl	101	102	-3	103	95	6	5	99

(listing goes on)
SMILES	RPL19A-GFP yeast	CIT2 TOR yeast	AHR activator	LAP4-GFP MLPCN	MEP2-GFP yeast	proCasp7 act	procasp3 activ	AGP1-GFP MLPCN
COc1cccc(/C=C/C(=O)c2c(O)cc(C)oc2=O)c1O	90	68	39	243*	82	-9	-1	86
CCCN(CCC)S(=O)(=O)c1cccc(-c2csc(C)n2)c1	98	94	4	103	104	-7	3	112
CCCCN1C(=O)N(c2ccccc2Cl)C(C)(O)CC1(C)C (stereo unspecified)	107	95	1	86	108	11	5	94
NC1=NC[C@H](Cc2ccc(O)cc2)N1CCc1cc(C(F)(F)F)cc(C(F)(F)F)c1	95	93	-2	126	94	7	-8	87
O=C(CN1C(=O)NC(Cc2c[nH]c3ccccc23)C1=O)Nc1ccc(Br)cc1F (stereo unspecified)	103	105	1	102	101	-2	5	102
CC1(C)CC(NC(=O)COc2ccc3c4c(c(=O)oc3c2)CCCC4)CC(C)(C)N1	98	98	-1	89	97	6	15	98
Cc1ccc(C(=O)CCC(=O)Nc2ncccc2C)cc1	100	97	13	105	102	9	7	105
CC(=O)C1=C(C)Nc2cc(C(F)(F)F)ccc2S1	101	95	38	95	104	2	-4	105
CN(C)C(CNC(=O)c1coc2ccccc2c1=O)c1ccccc1 (stereo unspecified)	104	92	5	95	108	-12	0	94
COc1ccccc1CC(=O)NC1CCCCCC1	105	106	-2	90	109	9	1	98
Cc1cc(C)c(NC(=O)C2CC(=O)N(C(C)C)C2)c(C)c1 (stereo unspecified)	99	98	-2	87	95	-6	4	94
CCN(CC(=O)NCc1cccs1)C(=O)c1cccc(S(=O)(=O)Nc2ccccc2OC)c1	94	101	1	83	106	11	4	90
COc1ccccc1CN1CC(C(=O)NCc2ncccc2C)CCC1=O (stereo unspecified)	98	95	-1	111	109	8	4	99
COc1ccc(C(NC(=O)CN2CCCCCC2)c2ccc(OC)cc2)cc1	104	104	-1	91	100	4	-1	97
CCc1c(C)[nH]c2c(C)cccc2c1=O	97	101	0	103	101	6	-9	103

LAP4-GFP MLPCN: entries above that show a hit
Structure | RPL19A-GFP yeast | CIT2 TOR yeast | AHR activator | LAP4-GFP MLPCN | MEP2-GFP yeast | procasp3 activ | AGP1-GFP MLPCN
COc1cccc(/C=C/C(=O)c2c(O)cc(C)oc2=O)c1O | 90 | 68 | 39 | 243* | 82 | -1 | 86

(continued)
SMILES	RPL19A-GFP yeast	CIT2 TOR yeast	AHR activator	LAP4-GFP MLPCN	MEP2-GFP yeast	proCasp7 act	procasp3 activ	AGP1-GFP MLPCN
O=C1COc2cccnc2N1	108	111	17	104	105	-7	-3	103
CC1=N/C(=C\c2ccc3c(c2)OCO3)C(=O)N1c1ccc(C(=O)O)cc1	95	99	-1	96	89	-3	-3	99
CC(OC(=O)c1oc2ccccc2c1CSC1CCCCC1)C(=O)NC(N)=O (stereo unspecified)	92	89	-5	87	98	0	8	91
COc1ccc(S(=O)(=O)Nc2ccc(S(=O)(=O)N3CCCCC3)cc2)cc1	95	103	-1	94	92	5	4	101
O=C(O)c1ccc2c(c1)C(=O)N(NC(=O)c1ccccc1)C2=O	104	112	2	97	108	-11	-2	114
CC(C)(C)c1ccc(C(=O)Nc2cccc(C(=O)N3CCOCC3)c2)cc1	104	99	22	89	92	8	5	103
CCC(Sc1nc2ncnc(N)c2[nH]1)C(=O)O (stereo unspecified)	93	93	3	90	101	-1	3	93

Screening results deposited in PubChem BioAssay by several laboratories.
